RmlCD inh 1536: blocks M. tuberculosis RmlC and RmlD coupled enzymes. inhibition, % at 3.6 µM. 0.03% of 160,000 active. RmlC+RmlD coupled enzyme assay, percent inhibition; primary screen in compound mixtures; in the data active means inhibition mostly above about 34%, no sharp cut-off; further: some results filed as inactive read as strong as hits
Target sequence (P9WH09 whole entry, looked up): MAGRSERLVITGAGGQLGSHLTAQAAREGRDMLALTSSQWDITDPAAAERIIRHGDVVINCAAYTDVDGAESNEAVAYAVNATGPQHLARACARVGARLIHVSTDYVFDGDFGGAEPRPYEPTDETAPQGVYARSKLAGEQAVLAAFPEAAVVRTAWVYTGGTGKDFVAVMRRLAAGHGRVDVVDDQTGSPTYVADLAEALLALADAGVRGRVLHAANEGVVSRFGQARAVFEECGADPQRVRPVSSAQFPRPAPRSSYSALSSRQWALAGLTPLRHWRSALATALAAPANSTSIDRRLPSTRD
Target sequence (P9WH11 whole entry, looked up): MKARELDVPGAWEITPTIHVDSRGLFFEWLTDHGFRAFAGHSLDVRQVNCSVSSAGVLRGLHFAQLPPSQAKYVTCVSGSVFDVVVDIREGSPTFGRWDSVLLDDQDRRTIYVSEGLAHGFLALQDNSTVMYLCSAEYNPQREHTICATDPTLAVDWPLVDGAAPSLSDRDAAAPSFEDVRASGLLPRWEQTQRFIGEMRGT
M. tuberculosis GlmU: inhibition of mycobacterial GlmU enzyme – biochemical, glucosamine-1-phosphate acetyltransferase (AID 1376); 0.25% of 220,000 active; inhibition, %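 (tested at 30 µM in the primary screen)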, or IC50 in µM where a hit was titrated; M. tuberculosis GlmU acetyltransferase enzyme assay; higher % means a stronger effect; in the data active means inhibition above about 13%;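 further: 0% = complete reaction with vehicle and 100% = reaction without substrate; strong numbers were not always called active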
Starred values were filed as active, the others as inactive; . = no result given.

SMILES	RmlCD inh 1536	M. tuberculosis GlmU
CCCCCc1ccc(-c2ccc(OCC)cc2)nc1	1	-5.0%
COc1ccc(C(=O)Nc2c3c(nn2-c2cccc(Cl)c2)CS(=O)C3)cc1 (stereo unspecified)	.	3.3%
C=CCNC(=O)c1ccc(Cn2c(=S)[nH]c3cc4c(cc3c2=O)OCO4)cc1	-6	-0.5%
Cc1ccc2[nH]c3c(=O)n(CCC4=CCCCC4)cnc3c2c1	.	4.4%
COc1ccc(CN(C2CCCCC2C)S(=O)(=O)c2ccc(S(=O)(=O)N(C)C)cc2)cc1OC (stereo unspecified)	8	-4.0%
CCCn1nnnc1SCC(=O)NNC(=O)C1CCCCC1	-12	.
CCn1c(SCC(=O)Nc2cccc(F)c2)nc2c(c1=O)SC(C)C2 (stereo unspecified)	7	3.8%
COc1ccc(-n2c(-c3ccc(C)cc3)nc3ccccc3c2=O)cc1	-4	0.2%
COc1ccccc1C1=NOC(C)(c2sc(-c3ccc(Cl)cc3)nc2C)C1 (stereo unspecified)	.	5.3%
COc1ccc(OC)c(NC(=O)C23CCC(C)(C(=O)C2)C3(C)C)c1 (stereo unspecified)	11	2.1%
Cn1cc([N+](=O)[O-])c(C(=O)N(Cc2ccccc2)Cc2ccccc2)n1	-1	3.6%
CCOC(=O)N1CCN(C(=O)C(NC(=O)c2ccc(CC)cc2)C(C)C)CC1 (stereo unspecified)	8	-3.4%
CCOC(=O)c1c(C)[nH]c(C(=O)COC(=O)CSC)c1C	9	1.0%
CC(=O)N1CCN(Cc2nc3cc(Cl)ccc3c(=O)[nH]2)CC1	-10	0.3%
COc1cc(Cl)c(C)cc1NC(=O)CSc1ccccc1	-11	1.9%
CCOC(=O)CSc1nc(N)nc(C)c1Cl	4	4.3%
CC(C)C[C@H](NC(=O)[C@@H]1O[C@H]1C(=O)O)C(=O)NCCCCN=C(N)N	.	-4.4%
COc1cccc(/C=C2\SC(=S)N(C(C(=O)O)c3ccccc3)C2=O)c1OC (stereo unspecified)	-8	2.3%
CN(C(=S)NC(=O)/C=C/c1ccc(F)cc1)C1CCCCC1	.	-0.7%
Oc1ccc(NCc2cccc(OCc3ccc(F)cc3)c2)cc1	-3	3.2%
O=c1[nH]c(C2CCN(S(=O)(=O)c3ccccc3)CC2)nc2c1nnn2Cc1ccccc1	.	4.8%
CC(C)c1ccccc1NC(=O)COc1ccc(C(=O)NCCc2ccccc2)cc1	-10	5.4%
O=C(Nc1nc(-c2ccco2)c(-c2ccco2)s1)C1CC(=O)N(c2ccc3c(c2)OCCO3)C1 (stereo unspecified)	9	2.1%
O=C(CCc1ccccc1)NNC(=O)C12CC3CC(CC(C3)C1)C2	31	-5.6%
CCCC(C)C(=O)Nc1cccc(NC(C)=O)c1 (stereo unspecified)	-3	-2.0%
CCOC(=O)c1c(C)[nH]c(C(=O)CSc2nnnn2-c2ccc(C)cc2)c1C	-12	5.3%
COc1ccc(C(=O)Nc2nc(-c3cccs3)c(NC(C)=O)s2)cc1	.	-0.4%
CCOC(=O)c1cccc(N2C(=O)C3C(C(=O)NC4CC4)C4(C)C=CC3(O4)C2C(=O)NC(C)(C)C)c1 (stereo unspecified)	11	6.2%
Brc1ccc2c(c1)C(C1=NCCN1)c1ccccc1CS2 (stereo unspecified)	2	-2.7%
NC(=S)/N=C/c1c(O)[nH]c(=O)[nH]c1=O	-4	0.7%
Cc1cc(=O)n2c(nc3ccccc32)[nH]1	.	3.5%
CCc1ccc(Nc2cc(=O)n(C3CCCCC3)c(=O)[nH]2)cc1	-8	-3.1%
CCC1(c2ccccc2)NC(=O)N(CC#N)C1=O (stereo unspecified)	42	-3.3%
CCOc1ccc(N2CC(C(=O)Nc3ccc(S(=O)(=O)N4CCOCC4)cc3)CC2=O)cc1 (stereo unspecified)	6	5.6%
CC(C)OC(=O)CCCNc1ccc([N+](=O)[O-])cc1[N+](=O)[O-]	-22	-1.7%
O=C(Nc1cccnc1)c1sc2cccc(F)c2c1Cl	-8	-0.3%
CN1C(=O)/C(=C/C=C2\SCCN2C)OC1=S	-4	-7.2%
c1ccc(-c2nc(N3CCOCC3)s[n+]2-c2ccccc2)cc1	.	3.7%
CCOC(=O)C1(CCOc2ccccc2)CCN(Cc2nccn2CC)CC1	-6	0.9%
C=C(C)c1cccc(C(C)(C)NC(=O)Nc2ccc(C)cn2)c1	3	1.5%
CC(Cc1cccnc1)NC(=O)CCc1nnc(-c2ccccc2)o1 (stereo unspecified)	0	-1.5%
Oc1ccc(/C=N/NC(=S)Nc2cccnc2)c(O)c1O	.	83µM*
Nc1cc2c(cc1C(=O)c1cccc(Br)c1)OCCO2	.	-5.0%
COC(=O)c1cc(C(=O)OC)cc(-n2c(C)cc(C=O)c2C)c1	11	-5.0%
CC1(C)Cc2nc3sc(C(=O)NCCO)c(N)c3cc2CO1	-8	0.2%
CNC(=S)Nc1cccc(S(=O)(=O)NC2=NCCC2)c1	9	-4.3%
O=C(Nc1ccc(Cn2cccn2)cc1)c1ccc(COc2ccc(Br)cc2)cc1	.	1.9%
Cc1cc2nc(-c3ccc(SCC(=O)N4CCN(C(=O)c5ccco5)CC4)nc3)[nH]c2cc1C	.	0.9%
O=C(C1CCCN1S(=O)(=O)c1cccc2cccnc12)N1CCn2c1nc1ccccc12 (stereo unspecified)	1	0.6%
CCNS(=O)(=O)c1ccc(CCC(=O)Nc2ccc(C(=O)OC)cc2)cc1	3	-1.9%

(next part)
SMILES	RmlCD inh 1536	M. tuberculosis GlmU
Cc1ccc(S(=O)(=O)NC(C(=O)N2CCOCCOCCOCC2)c2ccccc2)cc1 (stereo unspecified)	4	-4.9%
COCCNC(=S)Nc1ccccc1[N+](=O)[O-]	-13	-5.3%
COc1ccc(CNC(=O)COC(=O)c2ccc(OCc3c(C)noc3C)cc2)cc1OC	11	1.4%
CN(C)/N=C/C=C1\CCC/C(=C\c2ccc(F)c(F)c2)C1=O	.	-6.2%
Cn1c(=NC(=O)c2ccccc2[N+](=O)[O-])sc2cc(S(C)(=O)=O)ccc21	7	0.7%
Cc1ccc(Nc2cc(=O)oc3ccccc23)c(C)c1	-13	-0.6%
O=C(Nc1nccs1)c1cc2sccc2n1Cc1ccc(F)cc1	.	-0.8%
CC(/C=C1\SC(=S)N(c2ccc(C(=O)O)cc2)C1=O)=C\c1ccccc1	-2	5.0%
Cc1ccc(NC(=O)COC(=O)C2COc3ccccc3O2)cc1S(=O)(=O)N1CCOCC1 (stereo unspecified)	-13	2.5%
Cc1cccc(Oc2cc([N+](=O)[O-])cc3c2C(=O)Nc2ccccc2O3)c1	8	1.1%

A second format for 3 compounds above:
mol: CCOC(=O)N1CCN(C(=O)C(NC(=O)c2ccc(CC)cc2)C(C)C)CC1 (stereo unspecified)
  RmlCD inh 1536 = 8	M. tuberculosis GlmU = -3.4%
mol: CCOC(=O)c1c(C)[nH]c(C(=O)COC(=O)CSC)c1C
  RmlCD inh 1536 = 9	M. tuberculosis GlmU = 1.0%
mol: CC(=O)N1CCN(Cc2nc3cc(Cl)ccc3c(=O)[nH]2)CC1
  RmlCD inh 1536 = -10	M. tuberculosis GlmU = 0.3%

Continuation.
SMILES	RmlCD inh 1536	M. tuberculosis GlmU
Cc1cc(C(=O)Nc2ccc3c(c2)OCCO3)c2ccccc2n1	.	5.8%
COc1ccc2c(CC(=O)Nc3cccc(S(=O)(=O)N4CCOCC4)c3)coc2c1	-9	-4.2%
CCN1CC=C(c2c[nH]c3ccccc23)CC1	.	-1.6%
Cc1ccc(CSc2nnc(-c3ccncc3)o2)c(C)c1	-10	-3.7%
NNC(=O)COc1ccc(F)cc1	5	0.9%
COc1cc(OC)cc(C(=O)Nc2nnc(-c3cccnc3)o2)c1	-10	-4.2%
CCN1C(=O)N(CC)C2C1N(C(C)=O)C(=O)N2C(C)=O (stereo unspecified)	.	1.9%
Cc1cc(C(F)(F)F)nn1CC(=O)NCc1ccccc1	53	-0.7%
CC(C)NC(=O)c1sc2nc3c(c(-c4cccs4)c2c1N)CN(C)CC3	.	1.8%
COc1ccccc1C(=O)n1nc(-c2cccnc2)nc1NCc1ccccc1	16	2.6%
COc1ccc(OC)c(C2=NOC(C(=O)NCc3cccs3)C2)c1 (stereo unspecified)	-14	-9.0%
Cc1ccc(NC(=O)CN2CCN(CCN=CC3=C(O)CC(c4ccc(C)cc4)CC3=O)CC2)cc1 (stereo unspecified)	11	-2.9%
O=C(NCc1ccco1)c1cc2nc(C3CC3)cc(C(F)(F)F)n2n1	20	-0.6%
N#Cc1ccc(CSc2nnc3[nH]c(=O)cc(N)n23)cc1	0	-0.7%
CN(C)S(=O)(=O)c1ccc(C(=O)NCCOc2ccc(F)cc2)cc1	-3	1.7%
NC(=O)c1ccc(N2CCN(c3ccccc3O)CC2)c([N+](=O)[O-])c1	-4	-0.9%
COC(=O)CNC(c1ccccc1)c1cc(Cl)ccc1NC(=O)c1cccc(Cl)c1 (stereo unspecified)	.	-0.9%
COC(=O)C1CCN(CC(=O)Nc2cc(Cl)ccc2OC)CC1	.	2.9%
Cc1ccc(NC(=O)c2ccc(OC(=S)N3CCOCC3)cc2)cc1	-10	-5.2%
Cc1[nH]nc2ncc(C(=O)c3cc(Cl)cc(Cl)c3O)cc12	.	-1.0%
Cc1nnc2sc(SCc3ccccc3)nn2c1=O	11	-1.3%
CCN=C1SC(C(=O)NCCc2ccccc2)CC(=O)N1CC (stereo unspecified)	2	0.8%
Cc1ccc(NC(=O)c2c([N+](=O)[O-])c(C(C)(C)C)nn2C)c(C)c1	-14	7.4%
Nc1nnc(CC(=O)N/N=C/c2ccc(-c3cccc(C(=O)O)c3)o2)s1	-12	5.1%
COc1ccc(-c2[nH]ncc2CNC(C)CCn2cccn2)cc1F (stereo unspecified)	-8	2.8%
CCCCN(C)C(=S)Nc1ccc(Oc2ccccc2)cc1	27	-2.1%
Cc1cc(NC(=O)CN2CCN(c3ccc(O)cc3)CC2)no1	.	-1.9%
O=C(Nc1ccc(S(=O)(=O)N2CCCCC2c2cccnc2)cc1)c1c(F)cccc1F (stereo unspecified)	-3	-0.2%
Cn1c(Oc2ccc(F)cc2)c(C=O)c2ccccc21	21	1.1%
CCC(C(=O)NC(C)(C)C)N(C(=O)Cn1nnc(-c2ccccc2F)n1)c1cccc2c1CCCC2 (stereo unspecified)	.	-0.8%
Cc1cc2occ(CC(=O)NC3=NCCS3)c2cc1C(C)C	.	0.7%
Cc1ccc(OCC(=O)N2CCN(Cc3ccc4c(c3)OCO4)CC2)cc1	-1	-3.7%
CCOc1ccccc1N(CC)C(=O)Cn1ncc2c(=O)oc3ccccc3c21	-6	-1.4%
O=C(NCCCn1ccnc1)C(=O)NCC1OCCN1S(=O)(=O)c1ccc(F)cc1 (stereo unspecified)	.	-8.5%
CC1(C)CC(=NOC(=O)c2ccccc2)CC(C)(C)N1O	.	4.9%
CCOC(=O)c1c(Nc2ccccc2OCCOC)n[nH]c1C	.	-7.1%
COc1ccc(-c2cc(C(F)(F)F)nc(SCC(=O)Nc3cc(C)on3)n2)cc1	-10	-8.0%
CCOC(=O)NC(NCc1ccccc1Cl)(C(F)(F)F)C(F)(F)F	-10	3.1%
O=C(c1cccc(F)c1)N1CCN(S(=O)(=O)c2ccccc2)CC1	-12	2.9%
O=C(CCN1CCCCC1)Nn1c(=S)[nH]c2ccccc2c1=O	.	-6.4%

Looked up by compound from above:
SMILES	RmlCD inh 1536	M. tuberculosis GlmU
CC(C)OC(=O)CCCNc1ccc([N+](=O)[O-])cc1[N+](=O)[O-]	-22	-1.7%
Cn1c(Oc2ccc(F)cc2)c(C=O)c2ccccc21	21	1.1%
Cc1cc(=O)n2c(nc3ccccc32)[nH]1	.	3.5%

Next compounds.
SMILES	RmlCD inh 1536	M. tuberculosis GlmU
O=S(=O)(NCc1ccco1)c1cnc(Cl)c(Cl)c1	11	4.2%
O=[N+]([O-])c1ccc(OCCOCCOc2ccc([N+](=O)[O-])cc2)cc1	5	-2.2%
O=C(Nc1cccc(NC(=O)c2ccc(-c3ccc(Br)cc3)o2)c1)c1ccccc1	8	1.8%
COc1ccc(C2(CNS(=O)(=O)c3ccc(C)cc3)CCOCC2)cc1	-16	-0.9%
C/C(=N\NC(=O)CCCNc1ccc(C)cc1)c1ccccn1	10	-4.4%
O=C(NCCSc1ccccc1)c1cccnc1	-9	-0.2%
O=C1C2C3C=CC(C3=C(c3ccccc3)c3ccccc3)C2C(=O)N1CCO (stereo unspecified)	-7	9.0%
O=C1CCc2ccccc2N1	.	-2.9%
CCOc1ccccc1N(CC(=O)NC1CCCCC1)S(C)(=O)=O	0	6.2%
Cc1ccc(N=Nc2c(O)ccc3n[nH]nc23)cc1	.	-2.3%
Cc1cc(C(=O)CSc2nncn2C)c(C)n1-c1ccccc1	.	0.8%
CC(=O)Nc1ccc(N2C(=O)C3C4CC(=O)C(c5ccccc54)C3C2=O)cc1 (stereo unspecified)	11	4.2%
O=C(OCC(=O)N1CCN(c2ccccc2)CC1)c1ccc2ccccc2n1	-3	-1.8%
CC1(C)Cc2ccccc2C(N/N=C/c2ccc([N+](=O)[O-])cc2)=N1	5	-1.1%

Whole records, looked up by structure. Values in the order: RmlCD inh 1536	M. tuberculosis GlmU
CC1(C)Cc2ccccc2C(N/N=C/c2ccc([N+](=O)[O-])cc2)=N1 across the screens: 5	-1.1%
O=C(C1CCCN1S(=O)(=O)c1cccc2cccnc12)N1CCn2c1nc1ccccc12 (stereo unspecified) across the screens: 1	0.6%
Nc1cc2c(cc1C(=O)c1cccc(Br)c1)OCCO2 across the screens: .	-5.0%
O=C(OCC(=O)N1CCN(c2ccccc2)CC1)c1ccc2ccccc2n1 across the screens: -3	-1.8%
CC(C)C[C@H](NC(=O)[C@@H]1O[C@H]1C(=O)O)C(=O)NCCCCN=C(N)N across the screens: .	-4.4%

High-throughput results deposited in PubChem by several laboratories.

An excerpt; the hit share may differ from the screen's.
